ABCG2 inh – human ABCG2 inhibition, ABCB1 as counter-screen. 190,000 compounds, 0.1% hits. inhibition, % at 6.6 µM. IgMXP3 cells, JC-1 efflux, flow cytometry. Q9UNQ0;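 active means inhibition above 80%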;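 further: 0% = DMSO and 100% = nicardipine control wells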
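Incubation: cells with compound and JC-1, 10 min at 25 °C, rotating, no wash / Test system: IgMXP3 (ABCG2) plus far-red-tagged CCRF-Adr (ABCB1) cells / Compound dosing: one concentration, 6.6 µM final / Also added: JC-1 fluorescent substrate / Evaluation: efflux inhibition in percent versus controls / Detection: flow cytometry, 530 nm JC-1 signal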
Bcl-XL Bim block – inhibitors of Bim-Bcl-XL interaction, human | inhibition, % at 10 µM | Bim peptide-Bcl-XL binding, bead flow cytometry, fluorescence | 190,000 compounds, 0.04% hits
Target sequence (Q07817 whole entry, looked up): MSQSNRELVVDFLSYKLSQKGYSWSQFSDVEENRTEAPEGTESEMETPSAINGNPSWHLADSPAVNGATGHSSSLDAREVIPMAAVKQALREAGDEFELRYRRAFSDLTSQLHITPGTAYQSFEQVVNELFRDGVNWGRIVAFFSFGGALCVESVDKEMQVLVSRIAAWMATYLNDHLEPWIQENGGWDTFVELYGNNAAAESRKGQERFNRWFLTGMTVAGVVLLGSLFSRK
Bcl-B Bim block – human Bim-Bcl-B interaction inhibition. Q9HD36. inhibition, % at 10 µM. 190,000 compounds, 0.073% hits. bead-based flow cytometry, Bim peptide-Bcl-B binding;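 further: 0% = tracer peptide without compound and 100% = reference inhibitor peptide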
RGS4-Gao reg – human RGS4-Galphao interaction regulation; Multiplexed bead flow cytometry, RGS4-Galphao binding; actives lie on both sides; binding response (% of control), % at 10 µM; P09471; 220,000 compounds, 0.33% hits; in the data active means binding response below about 49% or above about 150%; inactive means in between;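 further: fluorescent Galphao activated with aluminum fluoride binding bead-coupled RGS4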
Bim-Bcl-W – human Bim-Bcl-W interaction inhibition | inhibition, % at 10 µM | bead-based flow cytometry, Bim peptide-Bcl-W binding | 190,000 compounds, 0.02% hits | Q92843 | AID 952;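 further: 0% = bound tracer without compound and 100% = peptide blocker; higher means less fluorescent Bim peptide bound to Bcl-W beads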
Target sequence (Q92843 whole entry, looked up): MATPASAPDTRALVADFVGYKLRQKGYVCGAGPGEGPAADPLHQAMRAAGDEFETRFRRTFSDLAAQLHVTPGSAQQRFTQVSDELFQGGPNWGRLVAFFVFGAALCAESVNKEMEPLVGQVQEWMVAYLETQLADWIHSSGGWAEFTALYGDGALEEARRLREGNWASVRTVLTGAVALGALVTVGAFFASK
ABCB1 inh – inhibitors of human ABCB1 transporter, ABCG2 counter-screen; P08183; CCRF-Adr cells, JC-1 efflux, flow cytometry; inhibition, % at 6.6 µM; 190,000 compounds, 0.067% hits; AID 1326; in the data active means inhibition above about 40%;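 further: 0% = vehicle and 100% = reference inhibitor; higher value means more JC-1 retained so stronger ABCB1 efflux block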
RGS8-Gao – human RGS8-Galphao interaction regulation. P09471. multiplexed bead flow cytometry, RGS8-Galphao binding; actives lie on both sides. response (percent of control binding), % at 10 µM. 220,000 compounds, 0.34% hits. AID 1423; in the data active means response below about 60% or above about 140%; inactive means in between;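 further: Galphao activated as the GDP aluminium fluoride complex binding bead-coupled RGS8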
Mcl-1 Bim block – inhibitors of Bim-Mcl-1 interaction, human; inhibition, % at 10 µM; Bead-based flow cytometry, Bim peptide-Mcl-1 binding; 190,000 compounds, 0.1% hits; Q07820;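 further: 0% = no compound tracer wells and 100% = peptide blocker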
Target sequence (Q07820 whole entry, looked up): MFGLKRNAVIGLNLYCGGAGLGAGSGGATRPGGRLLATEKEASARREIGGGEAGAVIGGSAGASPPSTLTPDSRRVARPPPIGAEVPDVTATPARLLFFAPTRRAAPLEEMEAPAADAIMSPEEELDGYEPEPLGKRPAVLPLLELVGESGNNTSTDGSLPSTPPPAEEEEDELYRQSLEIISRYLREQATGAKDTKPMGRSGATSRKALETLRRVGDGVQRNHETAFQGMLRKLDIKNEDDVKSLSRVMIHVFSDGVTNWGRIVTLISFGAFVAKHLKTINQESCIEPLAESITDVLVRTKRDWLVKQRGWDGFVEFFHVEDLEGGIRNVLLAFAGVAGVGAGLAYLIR
Bim-Bfl-1 – inhibitors of Bim-Bfl-1 interaction, human; Q16548; Bead-based flow cytometry, Bim-Bfl-1 binding inhibition; inhibition, % at 10 µM; 190,000 compounds, 0.12% hits; AID 1008;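 further: 0% = wells without compound plus tracer and 100% = blocker peptide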
Bim-Bcl-2 – inhibitors of Bim-Bcl-2 interaction, human; inhibition, % at 10 µM; Bead-based flow cytometry, Bim peptide-Bcl-2 binding; P10415; 190,000 compounds, 0.06% hits; in the data active means inhibition above about 40%; inconclusive means no clear call, values can overlap the other calls;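 further: 0% = no compound wells with probe peptide and 100% = reference peptide inhibitor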
Target sequence (P10415 whole entry, looked up): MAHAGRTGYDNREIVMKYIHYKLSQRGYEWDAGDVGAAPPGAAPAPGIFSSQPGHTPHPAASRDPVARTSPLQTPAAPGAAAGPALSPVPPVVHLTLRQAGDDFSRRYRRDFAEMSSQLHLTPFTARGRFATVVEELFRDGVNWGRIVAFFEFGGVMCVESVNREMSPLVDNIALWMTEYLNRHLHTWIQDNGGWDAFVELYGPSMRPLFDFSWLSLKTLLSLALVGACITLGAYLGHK
RGS7-Gao – human RGS7-Galphao interaction regulation | binding response (% of control), % at 10 µM | AID 1439 | Multiplexed bead flow cytometry, RGS7-Galphao binding; actives lie on both sides | P09471 | 220,000 compounds, 0.35% hits; in the data active means binding response below about 49% or above about 150%; inconclusive means no clear call, values can overlap the other calls; inactive means in between;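 further: fluorescent Galphao held in activated GDP-AlF4 state binding bead-coupled RGS7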
Active calls of the source: *; ? = inconclusive; / = not tested or not shown; [ ] = another dose, or the depositor's remark. Unless noted, no stated cut-off is given here; in the data, active means inhibition above about 40%.

SMILES	ABCG2 inh	Bcl-XL Bim block	Bcl-B Bim block	RGS4-Gao reg	Bim-Bcl-W	ABCB1 inh	RGS8-Gao	Mcl-1 Bim block	Bim-Bfl-1	Bim-Bcl-2	RGS7-Gao
Cc1ccc(NC(=O)C2CCCN(C(=O)c3ccc(Cl)cc3)C2)c(C)c1 (stereo unspecified)	-1	-5	-5	100	-3	0.4	99	-3	-4	-3	101
Cc1cc2c(Nc3ccccc3)ncnc2s1	16	1	-1	102	1	0.0	100	1	-3	0	?
Cc1cccc(-c2nc3c(c(SCC(N)=O)n2)CCCC3)c1	13	-6	-6	103	-2	1.0	103	-3	-1	-1	100
COc1ccc(-c2oc(NC(=O)c3ccc(C)cc3)c(C#N)c2-c2ccc(OC)cc2)cc1	-1	-1	2	100	1	-0.2	102	-2	0	2	100
COc1ccc2[nH]c(=O)c(CN(Cc3nnnn3Cc3ccccc3)CC3CCCO3)cc2c1 (stereo unspecified)	5	-2	0	102	-2	4.3	101	-1	-1	-4	100
O=C(C(Cc1ccccc1)N1C(=O)C2C3C=CC(C3)C2C1=O)N1CCCCC1 (stereo unspecified)	8	-5	-4	101	2	1.1	100	0	-8	-3	99
CC(=O)c1c(C)c[nH]c1C	0	-3	-2	99	0	0.6	101	0	0	2	100
CCC1CCCCN1S(=O)(=O)c1ccc(NC(=O)CSc2ncccc2C(=O)O)cc1 (stereo unspecified)	-11	0	3	100	0	-1.8	101	3	-19	-2	93
CCn1c(SCc2ccc(F)cc2)nnc1C1CCN(S(=O)(=O)c2ccc(OC)cc2)CC1	6	-5	-12	104	0	1.2	103	-4	-13	-11	105
O=C(COc1ccc(Br)cc1)Nc1ccc2c(c1)C(=O)NC2=O	1	0	0	102	0	0.4	102	0	-4	-1	101
COc1ccc(C(=O)NC(Oc2ccccc2)C(Cl)(Cl)Cl)cc1 (stereo unspecified)	0	0	-3	103	-1	0.2	100	-3	0	-1	105
O=C(Nc1cccc(N2C(=O)C3C4C=CC(C4)C3C2=O)c1)c1cccs1 (stereo unspecified)	0	-7	-9	100	-5	0.2	100	-4	-10	-6	104

Structures shown so far containing a Cl atom (2):
SMILES	ABCG2 inh	Bcl-XL Bim block	Bcl-B Bim block	RGS4-Gao reg	Bim-Bcl-W	ABCB1 inh	RGS8-Gao	Mcl-1 Bim block	Bim-Bfl-1	Bim-Bcl-2	RGS7-Gao
Cc1ccc(NC(=O)C2CCCN(C(=O)c3ccc(Cl)cc3)C2)c(C)c1 (stereo unspecified)	-1	-5	-5	100	-3	0.4	99	-3	-4	-3	101
COc1ccc(C(=O)NC(Oc2ccccc2)C(Cl)(Cl)Cl)cc1 (stereo unspecified)	0	0	-3	103	-1	0.2	100	-3	0	-1	105

More structures follow.
SMILES	ABCG2 inh	Bcl-XL Bim block	Bcl-B Bim block	RGS4-Gao reg	Bim-Bcl-W	ABCB1 inh	RGS8-Gao	Mcl-1 Bim block	Bim-Bfl-1	Bim-Bcl-2	RGS7-Gao
Cc1ccccc1NC(=S)N(CCCN1CCOCC1)Cc1cccs1	-3	0	1	105	1	0.1	118	0	-2	1	106
COC(=O)c1c(C(=O)OC)c2oc3ccccc3n2c1Cl	3	-2	-1	98	-3	0.3	101	6	-2	0	102
CCC(=O)NC(=S)Nc1cccc(NC(=O)c2ccco2)c1	2	-5	-3	102	-4	0.1	105	4	-3	0	103
N#CCCn1c(SCC(=O)N2CCN(S(=O)(=O)c3ccccc3)CC2)nc2ccccc21	-1	-4	-4	104	-8	-0.1	101	1	-8	-10	104
COc1ccc(-c2nc3nc(C)cc(C)n3n2)cc1	3	0	0	101	-2	0.6	104	0	1	-3	102
CC(C)CN(Cc1cc2ccccc2[nH]c1=O)C(=O)c1cccnc1	1	4	-6	99	3	0.1	99	0	-10	-10	101
COc1ccc(-c2cc(-c3cc(F)ccc3O)[nH]n2)cc1OC	2	0	-2	99	1	0.4	96	-1	-1	-2	97
CCn1cc(C(=O)NCC2CCCO2)c(=O)c2cc(S(=O)(=O)N3CCCCCC3)ccc21 (stereo unspecified)	3	2	-7	95	1	0.1	95	1	-11	-8	99
Cc1ccc(NC(=O)/C(C#N)=C/c2cc(C)n(-c3ccc(N4CCOCC4)c([N+](=O)[O-])c3)c2C)c(C)c1	15	0	-2	99	0	11	101	-5	-1	-5	97
COc1cccc(CCc2nnc(CCC(=O)N3CCCC3c3nccs3)o2)c1 (stereo unspecified)	3	-2	-2	95	-6	0.2	99	-4	-5	0	102
CCC1CCc2c(sc3nc(SCC(=O)NCc4ccco4)n(-c4ccccc4)c(=O)c23)C1 (stereo unspecified)	10	-1	-5	100	-3	1.9	100	-1	2	2	103
CC(=O)c1ccc(NS(=O)(=O)c2ccc(C)cc2)cc1	3	-4	-10	97	0	0.6	98	-3	-9	-6	94
CSc1ccccc1C(=O)N1CCN(c2cccc(Cl)c2)CC1	4	0	-4	104	-1	0.6	101	2	-5	-1	?
Cc1nnc(NC(=O)c2ccc3ccccc3c2)o1	1	-4	-6	103	0	0.0	104	-1	-9	-8	97
O=C1Nc2cc(C(=O)N3CCN(Cc4ccccc4)CC3)ccc2SC1N1CCOCC1 (stereo unspecified)	2	-3	-4	97	-2	0.3	99	-5	-2	1	97
CC(C)(C)OC(=O)NC1CONC1=O (stereo unspecified)	2	-5	-11	99	-4	0.1	100	-3	2	2	99
Clc1ccc(-c2ccc(C=Nc3ccc(N4CCOCC4)cc3)o2)cc1	2	-6	-5	95	-1	0.1	93	-3	0	-1	92
Cc1ccccc1OCCSc1nnc(-c2ccncc2)n1C	0	0	0	98	-4	0.2	99	-2	-3	-3	99
O=C(COC(=O)C12CC3CC(CC(C3)C1)C2)Nc1ccccc1F	2	-5	-10	94	-6	0.3	100	-6	-2	-4	96
CNC(=O)CSc1nnc(COc2ccc([N+](=O)[O-])cc2)n1C	1	-3	-3	103	-2	0.2	100	0	-3	-3	103
O=c1c2ccc(Cl)cc2[nH]c(=S)n1CCC1=CCCCC1	-3	-12	-8	104	-7	-0.3	102	6	-16	-8	104
CCCCC(c1nnnn1CS(=O)(=O)c1ccc(C)cc1)N1CCN(C)CC1 (stereo unspecified)	0	-5	-3	103	-1	3.0	103	-4	-7	-3	105
O=C(NNS(=O)(=O)c1ccccc1[N+](=O)[O-])c1ccncc1	0	-6	-5	101	-2	0.2	99	-3	0	-2	99
Cc1ccc(C(=O)CNc2ccc(Cl)cc2)cc1	4	-2	-2	103	0	0.2	103	0	-3	-3	107
COc1cccc(N2C(=O)c3ccncc3C2=O)c1	/	2	-2	100	3	/	99	3	-9	1	99
O=C(NCCn1cccn1)c1ccc(OC2CCN(CCc3ccccc3)CC2)cc1	-6	0	-2	98	2	-3.0	104	0	-5	-4	101
CCOC(=O)C1(Cc2ccc(Cl)cc2)CCN(Cc2cnc(N)nc2)CC1	4	-4	-6	98	-4	2.3	99	-1	-7	-2	93
C#Cc1ccc([C@@H]2C=C(C(=O)N3CCN(Cc4ccc5c(c4)OCO5)CC3)O[C@H](OCC)[C@H]2CCCO)cc1	-1	-1	-4	99	-1	-0.4	102	0	-5	-3	103
CSc1ncccc1C(=O)OCc1cccc([N+](=O)[O-])c1	1	0	-2	104	0	0.0	108	-2	-6	-2	101
O=C(Sc1cccc2cccnc12)c1ccc(F)cc1	0	-4	-13	99	-1	-0.1	99	-3	3	-2	104
O=C(NC1(C(F)(F)F)N=C2SCCN2C1=O)c1ccccc1 (stereo unspecified)	0	0	0	110	-2	-0.1	109	-1	-3	-3	112
CC(OC(=O)c1ccccc1NS(=O)(=O)c1cccc(N)c1)C(=O)N(C)Cc1ccccc1 (stereo unspecified)	25	14	12	91	11	1.5	73	15	16	13	86
CSc1ccccc1NC(=O)CN(C)CC(=O)Nc1ccccc1C(F)(F)F	4	-4	-5	99	0	0.6	101	-1	-4	-3	98
O=C(COC(=O)CNC(=O)c1sc2ccccc2c1Cl)Nc1c(Cl)cc(Cl)cc1Cl	2	-2	-4	100	-3	-0.1	99	-3	0	-2	102
CCCCCC(=O)OC(CN1CCCCC1)CN1CCCC1=O (stereo unspecified)	1	-5	-1	86	-3	0.9	97	-4	-1	-1	86
COC(=O)C1=CN(C2CCCCC2)C=C(C(=O)OC)C1c1ccc2c(c1)OCO2	3	-4	-4	101	-5	1.7	100	-6	-6	-1	97
CCc1nnc(NC(=O)[C@@H](NC(=O)c2cc(OC)cc(OC)c2)C(C)C)s1	6	1	4	93	1	0.9	81	2	1	0	93
O=C(N/N=C/c1ccco1)C1CC1(c1ccccc1)c1ccccc1 (stereo unspecified)	13	-4	-3	95	-2	1.1	96	-1	-7	-13	94
CC(C)c1nc(C(=O)N2CCCC(CCC(=O)N(C)CCc3ccccn3)C2)cs1 (stereo unspecified)	-1	-4	-3	98	1	-0.7	101	0	-6	-2	100
O=C(Cc1ccc(Cl)cc1)Nc1cccc2ncccc12	0	-3	-2	101	0	1.0	102	3	-2	1	107
N#Cc1nc(-c2ccccc2F)oc1NCCN1CCOCC1	0	-1	0	149	0	0.1	176*[activator]	-4	0	-2	134
CCOC(=O)C1ON2CCCCC2C1(O)C(F)(F)F (stereo unspecified)	-1	0	-5	103	2	-0.4	103	1	-7	-1	?
CCOC(=O)C1(Cc2ccccc2)CCN(Cc2cccc(OC)c2O)CC1	0	-2	-1	101	1	0.9	104	2	-7	1	100
CCOc1ncccc1C(=O)OCC(=O)Nc1cccc(S(N)(=O)=O)c1	1	0	-5	93	0	0.3	95	0	-4	0	93
COCCNCCCCSc1ccc(Cl)cc1	0	1	-2	99	2	0.0	104	3	2	1	101
Cc1c(C(=O)NCc2ccccn2)oc2ccccc12	1	-4	-9	106	-2	0.1	110	0	-8	-2	110
Cc1ncc(S(=O)(=O)c2ccccc2)c(-c2ccc(Cl)cc2Cl)n1	6	-4	-5	105	-2	-0.1	104	-7	-5	1	113
Cc1cccc(OCc2nnc(SCc3nc4cc(C(F)(F)F)ccc4c(=O)[nH]3)o2)c1	-1	0	0	109	-1	-0.6	102	0	-1	1	107
CCOc1ccc(C2C(C#N)=C(N)Oc3cc(C)n(CCN4CCOCC4)c(=O)c32)cc1OCC (stereo unspecified)	1	-1	0	103	-1	0.3	105	-1	-2	0	102
Cc1ccc(Nc2nc(-c3ccc(S(=O)(=O)N4CCOCC4)cc3)cs2)cc1Cl	-3	-10	-12	102	-8	-0.3	100	-4	-4	-9	96
Cc1nn(Cc2ccccc2Cl)c(Cl)c1/C=C/C(=O)OCC(=O)NC1CCS(=O)(=O)C1 (stereo unspecified)	0	-1	-3	85	-1	0.1	90	-4	-2	-1	97
O=C(NC1CCS(=O)(=O)C1)C1CCCCN1S(=O)(=O)c1ccc(Cl)cc1 (stereo unspecified)	1	0	-7	85	1	0.4	93	1	-7	2	89
C/C(=N\NC(=O)CSc1nc2ccccc2[nH]1)c1ccncc1	2	-2	-5	103	-2	0.1	101	-1	-2	0	100
COc1ccc(CC(=O)NNC(=O)c2cccs2)cc1	1	-7	-8	99	-5	0.2	100	-5	-11	-7	101
O=C(CCCN1C(=O)c2cccc3cccc(c23)C1=O)NCc1cccs1	13	0	-3	97	-2	1.6	99	0	-4	-4	95

Assay outcomes (PubChem)
